NR3A LBD binder – modulators (binders) of human NR3A ligand-binding domain | hit rate 2.5% among 340,000 | NR3A LBD differential scanning fluorimetry, Tm shift; 0% = protein alone, 100% = glycine-bound protein | Tm shift relative to glycine control, % at 25 µM;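 active = melting temperature shift of at least 10% of the positive control shift, at one fixed dose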
EBI2 block – antagonists of human EBI2 receptor | EBI2 beta-arrestin recruitment, luminescence, 7a,25-OHC stimulated | hit rate 0.81% among 360,000 | P32249 | AID 651636 | inhibition, % at 5 µM; in the data active = inhibition above about 38%;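 also: enzyme fragment complementation signal reports receptor beta-arrestin coupling in cells; 0% = agonist plus DMSO wells and 100% = wells without agonist; some results beyond the cut were filed as inactive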
Target sequence (P32249 whole entry, looked up, the tested form may be a part): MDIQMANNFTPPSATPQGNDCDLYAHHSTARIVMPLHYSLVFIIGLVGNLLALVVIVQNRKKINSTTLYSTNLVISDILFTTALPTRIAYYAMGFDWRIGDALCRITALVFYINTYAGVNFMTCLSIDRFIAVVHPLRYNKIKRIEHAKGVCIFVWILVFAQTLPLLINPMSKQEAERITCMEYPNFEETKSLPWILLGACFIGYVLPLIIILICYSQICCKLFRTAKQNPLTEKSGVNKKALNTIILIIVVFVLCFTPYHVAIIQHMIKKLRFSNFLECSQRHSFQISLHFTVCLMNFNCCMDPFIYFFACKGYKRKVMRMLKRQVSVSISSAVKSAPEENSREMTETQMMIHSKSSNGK
Gli-Sufu antag – blocks Gli-Sufu signaling in a luciferase reporter | inhibition, % at 5 µM | hit rate 0.74% among 340,000 | AID 588413 | Sufu-KO-LIGHT fibroblasts, Gli luciferase reporter luminescence;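 active = inhibition above about 55%, limit read from the data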;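 also: 0% = DMSO-treated cells and 100% = wells with medium but no cells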
CCR6 antagonist – antagonists of human CCR6 receptor. inhibition, % at 20 µM. P51684. AID 493098. hit rate 0.49% among 340,000. CHO-K1 CCR6 PathHunter beta-arrestin, luminescence, CCL20-stimulated;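 active = compounds whose inhibition of the agonist-driven luminescence signal at 20 µM reaches about 50%, limit read from the data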;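 also: cells stimulated with CCL20 at 14 nM final; plate controls were DMSO with CCL20 for no effect and DMSO without agonist for full effect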
MPTP inh – blocks calcium-induced mitochondrial swelling; isolated mouse mitochondria, Ca2+ swelling absorbance, 30 min; inhibition, % at 10 µM; hit rate 1.4% among 360,000; AID 602449;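 active = inhibition of 50% or more, scaled per plate between neutral and stimulator controls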;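 also: 0% = DMSO wells given calcium and 100% = 1 mM EGTA wells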
APOBEC3G inh – APOBEC3G (human) deaminase inhibition; inhibition, % at 20 µM; hit rate 0.28% among 330,000; AID 493012; recombinant A3G, ssDNA deamination FAM/TAMRA fluorescence; Q9HC16;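 active = inhibition of at least 40% at 20 µM, with no more than 30% in the related APOBEC3A deaminase screen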;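 also: plate controls were DMSO wells with A3G for no effect and wells lacking A3G enzyme for full effect; some compounds called inactive have numbers as strong as hits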
Target sequence (Q9HC16 whole entry, looked up): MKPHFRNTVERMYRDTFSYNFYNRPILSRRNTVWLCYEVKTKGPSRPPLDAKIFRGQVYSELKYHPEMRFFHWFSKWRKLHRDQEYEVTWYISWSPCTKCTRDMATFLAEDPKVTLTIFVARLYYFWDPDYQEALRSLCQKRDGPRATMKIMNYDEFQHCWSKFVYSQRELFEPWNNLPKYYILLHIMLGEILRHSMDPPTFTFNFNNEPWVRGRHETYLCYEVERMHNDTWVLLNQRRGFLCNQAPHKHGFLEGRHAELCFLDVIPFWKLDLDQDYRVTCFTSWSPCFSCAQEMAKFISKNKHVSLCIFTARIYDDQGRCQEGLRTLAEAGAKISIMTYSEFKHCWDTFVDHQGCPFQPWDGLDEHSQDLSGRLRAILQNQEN
CXCR6 inh – inhibitors of human CXCR6 receptor | CHO-K1 PathHunter CXCR6 beta-arrestin, luminescence | inhibition, % at 20 µM | hit rate 0.36% among 360,000 | AID 602244; in the data active = inhibition above about 34%, passing the limit was not always enough;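 also: antagonist mode with CXCL16 agonist at 10 nM final; 0% = 10 nM CXCL16 with DMSO and 100% = unstimulated wells without agonist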
Target sequence (O00574 whole entry, looked up): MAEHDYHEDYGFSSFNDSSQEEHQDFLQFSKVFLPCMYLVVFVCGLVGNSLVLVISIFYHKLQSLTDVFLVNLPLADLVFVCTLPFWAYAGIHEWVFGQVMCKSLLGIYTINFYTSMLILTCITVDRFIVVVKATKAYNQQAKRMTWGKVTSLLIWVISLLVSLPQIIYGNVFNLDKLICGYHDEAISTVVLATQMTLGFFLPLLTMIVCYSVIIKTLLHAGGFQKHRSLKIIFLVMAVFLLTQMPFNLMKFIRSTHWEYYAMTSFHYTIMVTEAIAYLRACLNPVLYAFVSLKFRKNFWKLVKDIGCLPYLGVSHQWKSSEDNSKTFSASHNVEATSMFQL
A3A deaminase – human APOBEC3A DNA deaminase inhibition. hit rate 0.41% among 330,000. inhibition, % at 20 µM. recombinant A3A, FAM/TAMRA ssDNA deamination fluorescence. AID 493011;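 active = at least 40% inhibition at 20 µM here, with at most 30% in a related deaminase screen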;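 also: plate controls were A3A with DMSO for no effect and wells lacking A3A enzyme for full effect; some results filed as inactive read as strong as hits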
Active calls of the source: *; · = not tested or not shown.

SMILES	NR3A LBD binder	EBI2 block	Gli-Sufu antag	CCR6 antagonist	MPTP inh	APOBEC3G inh	CXCR6 inh	A3A deaminase
CCOCCCNC(=O)C1CCN(S(=O)(=O)c2ccc(C)cc2)CC1	2	-3	0	0	0.3	-5	-1	-1
CCOc1cc(/C=N/NC(=O)c2cc(C3CC3)[nH]n2)ccc1O	26*	-2	-4	18	-1.3	-11	-1	-5
CCOc1cc(-c2noc(-c3ccncc3)n2)cc(Br)c1OC	3	28	8	-2	2.1	-5	4	-2
CC(=O)c1ccc(CCCCc2ccc(C(C)=O)cc2)cc1	7	-1	3	2	-0.1	·	-13	·
O=C1C=C(c2ccccc2)C[C@@H](c2ccc3c(c2)OCO3)C1	0	13	-7	5	-1.4	-10	12	-3
CCOC(=O)c1c(C)cc(C)n2c1nc1ccccc12	1	4	12	3	-0.5	-5	-9	-2
COC(OC)C12c3ccccc3C(c3ccccc31)C1C(=O)N(c3cccnc3)C(=O)C12 (stereo not given)	-1	-1	5	4	-0.3	-4	4	0
CCOC(=O)c1c(N=CN(C)C)c(C#N)c2n1CCCC2	0	-4	0	-3	1.2	-5	-1	-3
Cc1ccc(Oc2ccccc2/C=C2\SC(=O)N(C)C2=O)cc1	0	2	7	20	4.1	-4	9	1
Cc1c(NC(=O)C2(C)CCCCC2)c(=O)n(-c2ccccc2)n1C	2	-2	0	-12	15	1	-2	2
Cc1ccc2c(c1)c(/C=C/c1cc[n+](C)cc1)c(C)n2C	2	-7	57*	14	-0.1	-77	10	-2
CCOC(=O)c1[nH]nc(-c2cc(CC)c(O)cc2O)c1-c1cscn1	-1	-4	5	7	-4.0	-7	-7	4
COC(=O)C1CSC(C(=O)OC)N1C(=O)Nc1ccc(Cl)cc1 (stereo not given)	1	-2	-5	0	0.5	-1	1	2
O=C(NCCN1CCN(C(=O)c2cc3ccccc3oc2=O)CC1)c1cc2ccccc2oc1=O	-1	2	-1	-2	-0.3	-3	-7	-2
Clc1ccc(OCCN2CCCCC2)c(Cl)c1	3	1	11	0	0.5	-3	-3	3
CCNS(=O)(=O)c1ccc(Br)c(OC)c1	-1	-6	0	-6	2.3	2	7	1
CC(=O)/C(N=Nc1c(C)n(C)n(-c2ccccc2)c1=O)=C(\C)O	-3	-4	-16	12	-0.6	-1	4	-11
CCOc1cccc2c1OC1(C)CC2NC(=O)N1c1cccc(Cl)c1 (stereo not given)	5	0	5	12	0.2	-7	-2	-2
Cc1ccc2nc(C)c3c(c2c1)N(c1ccc(F)cc1)CC3	2	8	8	1	11	-4	9	2
O=C(CN1N=C(c2ccccc2)CCC1=O)NCc1ccccc1	0	0	1	9	-1.0	-2	-5	2
CC(C)[C@H](N)C(=O)NC[C@H](CC(=O)NC[C@H]1CC[C@H](C(=O)O)CC1)c1ccc(Cl)cc1	2	-18	3	-11	-0.8	-2	2	0
O=c1c2c(-c3ccccc3)csc2ncn1/N=C/c1ccc(O)c([N+](=O)[O-])c1	-12	0	-4	14	-1.8	-4	7	1
O=C(Nc1ccc(CN2CCOCC2)cc1)c1cccc(F)c1	-1	-24	-50	-1	0.1	-6	-10	1
CC(C)CCNC(=O)CN(Cc1cccs1)C(=O)CCC(=O)Nc1nccs1	-2	-5	7	0	-0.2	0	0	-1
O=C(CN1C(=O)NC2(CCCCC2)C1=O)NCCc1c[nH]c2ccccc12	1	-9	1	5	-0.8	-3	1	3
CCN1CCN(C(c2cccs2)C(C)NC(=O)CC(C)C)CC1 (stereo not given)	0	-10	8	9	-1.6	-1	-3	2
Cc1cc(NC(=O)CN2CCCC2c2nc3ccccc3s2)no1 (stereo not given)	-1	1	2	13	-2.4	-2	3	0
CCOc1cc2[nH]c(=S)n(CCCC(=O)NCc3ccccn3)c(=O)c2cc1OCC	0	1	7	13	-2.0	6	-2	0
Cc1cc(C(=O)O)ccc1N=Cc1c(O)ccc2ccccc12	2	-4	18	-5	1.1	17	1	-2
CCCCNc1c(-c2ccc(OC)c(SC3CCCCC3)c2)nc2cc(C)ccn12	-31	16	24	20	44	-9	9	-1

Overlap with the part before: three entries, then new ones.
SMILES	NR3A LBD binder	EBI2 block	Gli-Sufu antag	CCR6 antagonist	MPTP inh	APOBEC3G inh	CXCR6 inh	A3A deaminase
CCOc1cc2[nH]c(=S)n(CCCC(=O)NCc3ccccn3)c(=O)c2cc1OCC	0	1	7	13	-2.0	6	-2	0
Cc1cc(C(=O)O)ccc1N=Cc1c(O)ccc2ccccc12	2	-4	18	-5	1.1	17	1	-2
CCCCNc1c(-c2ccc(OC)c(SC3CCCCC3)c2)nc2cc(C)ccn12	-31	16	24	20	44	-9	9	-1
O=C(c1ccc(S(=O)(=O)N2CCOCC2)cc1)N(Cc1ccco1)Cc1cccs1	-1	-2	14	15	4.3	-5	1	1
CCN(CC)C(=O)C1CCCN(C/C=C/c2ccccc2)C1 (stereo not given)	-2	0	-5	2	-1.4	-3	5	-1
COc1ccc(CCNC(=O)c2cc(C(=O)c3cc(C)ccc3O)cn(CCc3ccc(OC)cc3)c2=O)cc1	-5	5	9	14	1.6	0	-3	3
COc1ccc(OC)c(N(CC(=O)NC2CCCCCC2)S(=O)(=O)c2ccc(C)cc2)c1	-7	9	10	19	-0.8	-5	12	-5
Cc1ccc(NC(=O)Cc2c[nH]c3ccccc23)cc1S(=O)(=O)N1CCCCCC1	-3	-9	-4	4	1.8	1	4	7
CC1CCN(c2ccccc2N)CC1	1	1	1	13	-1.7	1	-4	0
Cc1c(NC(=O)CSc2ccccc2F)c(=O)n(-c2ccccc2)n1C	-1	0	0	10	1.8	-6	-1	4
Nc1cc(Oc2ccc(Cl)cc2Cl)nc(N)n1	0	-2	-16	9	0.5	-9	-10	-5
O=C(NCC1CCCO1)c1ccc2c(=O)n(CCc3ccccc3)c(=O)[nH]c2c1 (stereo not given)	3	6	8	-9	2.1	-1	-3	3
CC(C)(C)NC(=S)NC(=O)C12CCC3CC(CC(C3)C1)C2	-2	-23	-10	27	0.9	0	8	0
COc1ccc(NC(=O)CSc2nccn2Cc2ccco2)cc1OC	-1	-6	1	8	-1.5	2	-2	2
O=c1[nH]c(CN2CCN(S(=O)(=O)/C=C/c3ccccc3)CC2)nc2cc(Cl)ccc12	-1	71*	7	14	1.2	-5	-1	0
COc1cccc(CNC(=O)CCCNS(=O)(=O)c2cccs2)c1	0	2	-3	-3	0.4	-4	-1	0
CC(C)OC(=O)CSc1nnc(-c2ccccn2)n1N	2	3	-1	9	1.2	1	-6	1
CCC1COCCS(=O)(=O)N1Cc1cccc(C(F)(F)F)c1 (stereo not given)	-2	16	-5	5	0.3	-3	0	1
CCN(CC(=O)Nc1c(F)cccc1F)C(=O)CNC(=O)c1ccc2c(c1)OCO2	2	-11	-5	10	-2.4	-6	1	-2
CCCc1cc(=O)[nH]c(SC(CC)C(=O)Nc2ccccc2C#N)n1 (stereo not given)	0	-2	15	4	-2.1	-10	2	-5
COC(=O)c1ccc(CSc2ccc(S(=O)(=O)N3CCCCC3)cn2)cc1	0	12	8	3	0.7	-6	8	0
Cc1nc2ccc([N+](=O)[O-])cc2c(=O)n1Cc1ccccc1Br	1	2	-10	15	2.6	-5	-8	-10
C[C@@H]1NC(=O)[C@H](CCC(=O)O)NC(=O)c2cc([N+](=O)[O-])cc(F)c2NCCC[C@@H](C(N)=O)NC1=O	-1	-18	-11	-4	1.0	-6	-3	-1

Complete entries as entered above.
CC(C)[C@H](N)C(=O)NC[C@H](CC(=O)NC[C@H]1CC[C@H](C(=O)O)CC1)c1ccc(Cl)cc1 across the screens: NR3A LBD binder: 2; EBI2 block: -18; Gli-Sufu antag: 3; CCR6 antagonist: -11; MPTP inh: -0.8; APOBEC3G inh: -2; CXCR6 inh: 2; A3A deaminase: 0
COC(OC)C12c3ccccc3C(c3ccccc31)C1C(=O)N(c3cccnc3)C(=O)C12 (stereo not given) across the screens: NR3A LBD binder: -1; EBI2 block: -1; Gli-Sufu antag: 5; CCR6 antagonist: 4; MPTP inh: -0.3; APOBEC3G inh: -4; CXCR6 inh: 4; A3A deaminase: 0

(more compounds)
SMILES	NR3A LBD binder	EBI2 block	Gli-Sufu antag	CCR6 antagonist	MPTP inh	APOBEC3G inh	CXCR6 inh	A3A deaminase
CC(=O)NC12CC3CC(C1)CC(C(=O)OCC(=O)c1cc(C)n(C)c1C)(C3)C2	1	-4	-63	5	-0.1	-3	6	-2
CN(CC(=O)Nc1cccc(F)c1)C(=O)CCc1nc2sc3c(c2c(=O)[nH]1)CCCC3	-6	-7	6	16	0.7	19	-3	6
CS(=O)(=O)N(CC(=O)NCc1ccccc1)C1CCCCC1	-2	2	-6	7	1.4	-5	5	-5
O=C1CS/C(=C\[N+](=O)[O-])N1c1ccccc1	-1	2	2	16	1.1	-1	8	1
CC1=N/C(=C/c2cccnc2)C(=O)O1	-1	-7	-7	14	-1.7	-5	6	-1
COc1ccccc1NC(=O)CC1S/C(=N/N=C(\C)C2CCCCC2)NC1=O (stereo not given)	-5	-4	-4	13	1.3	5	1	3
CCC(C)Sc1nc2c([nH]c3ccccc32)c(=O)n1C (stereo not given)	2	14	-6	9	1.1	-5	-7	3
CCN(CC(=O)NCCc1ccccc1)S(=O)(=O)c1ccccc1	-3	5	-3	0	-0.4	-5	-1	0
CC(=O)c1c(C)nc(-c2cccc([N+](=O)[O-])c2)n1O	1	-7	6	9	-1.3	-4	-3	1
COc1c(S(=O)(=O)N2CCCC2)ccc(Cl)c1Cl	-4	1	-3	9	3.7	-8	-1	-5
c1ccc2scnc2c1	0	3	-2	5	0.2	·	-1	·
CCOC(=O)C1(c2ccccc2)NC(c2ccccc2C)C2C(=O)N(c3ccc4c(c3)OCO4)C(=O)C21 (stereo not given)	6	4	-2	9	0.4	4	9	1
OC(CCc1cccc(Cl)c1)c1cccs1 (stereo not given)	0	-7	-8	7	1.2	-3	0	1
COc1ccc(OCCCn2ccnc2)cc1	-1	8	34	3	-0.1	-1	4	1
CCCCSCCCNC(=O)Nc1cccc(OC)c1	-7	4	-3	2	15	-2	11	-1
O=C(NC(=S)Nc1ccc(CN2CCOCC2)cc1)c1cccc([N+](=O)[O-])c1	0	4	-17	26	-1.1	-9	8	-4
CCOc1cccc2sc(N(CCN(C)C)C(=O)c3ccc(Br)s3)nc12	0	5	4	4	4.2	6	-1	0
O=C(O)CNS(=O)(=O)c1cccc(Cl)c1	-1	-2	0	-4	-0.1	-8	5	-6
CCN(CC)C(=O)CSc1ncnc2c1nnn2-c1ccc(F)cc1	1	6	1	8	-0.3	-6	1	-2
O=C(CSc1nc2ccccc2c(=O)[nH]1)Nc1ccc(N2CCOCC2)cc1	17*	5	-1	0	-0.9	-5	2	-3
CC(NCCc1ccc(O)cc1)C(O)c1ccc(O)cc1 (stereo not given)	1	4	-8	15	-1.8	-4	4	-3
Cc1cc(OCC(=O)NCCO)cc(C)c1Cl	3	-4	4	-9	-1.0	-1	-7	7
CC(=O)NCCc1nc2ccccc2n1Cc1cccc(C)c1	-1	-1	3	13	0.5	-2	9	-1
CCCNC(=O)Cn1c(=O)/c(=C/c2ccc(-c3ccc([N+](=O)[O-])cc3)o2)s/c1=C\C(=O)C(C)(C)C	-7	-6	4	1	0.1	·	4	·
Cc1cc(N2CCCCC2)nc(NCc2ccccc2)n1	0	-3	50	15	55*	-5	-5	-2
Cc1cc2ncn(CCOc3ccccc3)c2cc1C	-1	2	-51	18	-0.6	-2	1	2
C=CC[C@H](CC(=O)N[C@H](CO)Cc1ccccc1)C(=O)N[C@H](COC(=O)[C@H](CC=C)CC(=O)OC(C)(C)C)Cc1c[nH]c2ccccc12	-8	11	9	2	-0.7	-7	2	-1
COc1ccc(C(CNC(=O)Cc2cccs2)N(C)C)cc1 (stereo not given)	0	-1	0	6	-2.4	-7	5	0
Cc1ccc2c(CN3CCOCC3)cc(=O)oc2c1	1	·	2	8	·	1	·	2
CSc1nnc(NC(=O)CCc2ccccc2)s1	-2	8	-1	-2	0.3	-1	7	28
CC(=O)Nc1ccc(OCc2ccccc2)cc1[N+](=O)[O-]	-2	9	-58	-6	-0.2	·	-2	·
COc1ccc(-c2nc(=S)n3ccsc3n2)cc1OC	1	4	-4	14	-0.3	-5	-1	0
COc1ccc(C(=O)NC(=S)Nc2nc(-c3ccc(OC)c(Br)c3)cs2)cc1Br	1	-12	-3	27	-0.7	12	15	0
